# L3MBTL1 inh: L3MBTL1 (human) inhibition. Q9Y468. AlphaScreen L3MBTL1–H3K9me1 peptide binding. Potency, µM (doses to about 57.1 µM), for inactives: top-dose activity, negative = inhibition, actives largely listed as inhibitors. 230,000 tested, 0.66% active; active means well fitted inhibition curve with a large enough effect; inconclusive means small, poorly fitted or top-dose-only effect; inactive means no such curve, though single readings can be large or run the other way; further: nearly all actives have a fitted effect of over 60% in size
# Target sequence (Q9Y468 whole entry, looked up): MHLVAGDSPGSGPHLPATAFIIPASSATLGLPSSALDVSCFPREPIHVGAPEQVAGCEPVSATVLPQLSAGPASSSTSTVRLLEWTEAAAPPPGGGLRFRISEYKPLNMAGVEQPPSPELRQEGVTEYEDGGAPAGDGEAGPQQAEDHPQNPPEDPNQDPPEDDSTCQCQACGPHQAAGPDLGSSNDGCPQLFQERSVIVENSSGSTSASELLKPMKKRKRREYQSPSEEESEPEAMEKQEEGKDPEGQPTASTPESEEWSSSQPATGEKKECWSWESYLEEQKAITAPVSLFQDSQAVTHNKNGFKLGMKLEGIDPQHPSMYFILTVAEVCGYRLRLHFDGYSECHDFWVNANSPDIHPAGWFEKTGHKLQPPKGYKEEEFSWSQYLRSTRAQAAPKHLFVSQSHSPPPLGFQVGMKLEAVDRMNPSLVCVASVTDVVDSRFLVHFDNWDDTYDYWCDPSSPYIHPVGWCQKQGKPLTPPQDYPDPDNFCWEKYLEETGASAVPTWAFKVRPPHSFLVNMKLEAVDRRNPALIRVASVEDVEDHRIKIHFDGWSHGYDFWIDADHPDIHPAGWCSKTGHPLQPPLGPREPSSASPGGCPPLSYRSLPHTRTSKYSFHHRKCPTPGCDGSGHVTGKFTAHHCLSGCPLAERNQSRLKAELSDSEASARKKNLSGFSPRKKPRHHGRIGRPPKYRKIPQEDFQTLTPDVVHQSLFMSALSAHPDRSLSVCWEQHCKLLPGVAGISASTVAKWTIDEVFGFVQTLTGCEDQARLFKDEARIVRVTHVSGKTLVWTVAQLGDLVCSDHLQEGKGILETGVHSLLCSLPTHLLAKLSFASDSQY
#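 L3MBTL1 (50 nM) pre-complexed 30 min with biotinylated H3(1-15)K9me1 peptide (75 nM), then compounds added for 30 min at room temperature; AlphaScreen streptavidin donor/nickel chelate acceptor beads (10 ug/mL final) read after 30 min dark incubation.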
# The depositor's hits bear a star; u = inconclusive; [ ] = dose if it differs, or a comment. On the % scale 0 is the no-effect control and ±100 the full control effect; potency means the concentration at half of the fitted maximal effect. An excerpt; the hit share may differ from the screen's.
Structure	L3MBTL1 inh
Cc1nn(-c2ccccc2)c(C)c1NC(=O)COC(=O)c1ccc(S(=O)(=O)C(F)F)cc1	5%
NS(=O)(=O)c1cccc(NC(=O)COC(=O)c2ccccc2C(=O)c2ccccc2)c1	-1%
Cc1noc(C)c1COC(=O)c1cc(S(=O)(=O)N2CCOCC2)ccc1Cl	-4%
COc1ccc(CNCCCSc2ncccn2)cc1OC	1%
CC(C)CNC(=O)/C=C/C=C/CCCC/C=C/c1ccc2c(c1)OCO2	3%
O=c1c(CN2CCN(Cc3ccccc3F)C(CCO)C2)coc2ccccc12 (centres undefined)	0%
O=C1c2ccccc2[C@@H]2C[C@H]3O[C@H]3CCN12	0%
Cc1ccc(C)c(NC(=O)CN(C)C(=O)C2CCCC2)c1	30%
CCOC(=O)C1CCN(C(=O)CN2C(=O)c3ccccc3S2(=O)=O)CC1	4%
CN(CC(=O)Nc1ccc(N2CCOCC2)cc1)C(=O)CCNC(=O)c1ccccc1Cl	3%
O=C(NCCS(=O)(=O)N1CCN(c2ccccc2F)CC1)c1c(F)cccc1F	-8%
COCCn1c(N)c(C(=O)c2cccc(S(=O)(=O)N3CCCCCC3)c2)c(=O)[nH]c1=O	-3%
CCC(=O)c1ccc(OCC(=O)OCC(=O)N2c3ccccc3NC(=O)C2(C)C)cc1	-13%
O=[N+]([O-])c1cc([N+](=O)[O-])c(Oc2c(F)ccc(F)c2F)cc1NN1CCCCC1	-6%
COCCN(C(=O)c1cc2c(s1)CCC2)c1c(N)n(CC(C)C)c(=O)[nH]c1=O	u
CCOc1ccccc1NC(=O)COC(=O)/C=C/c1cccs1	15%
CCN(C(=O)COC(=O)c1nc(Cl)ccc1Cl)C1CCS(=O)(=O)C1 (centres undefined)	4%
C=CCn1c(SCC(=O)NC2CCCC2)nc2sc(C)cc2c1=O	0%
Cc1cc2nc(N3CCN(C(=O)c4ccco4)CC3)sc2cc1C	-9%
CCCCn1c(N)c(N(CCOC)C(=O)COC(=O)c2cc(CC)c(C)s2)c(=O)[nH]c1=O	-6%
CCN1CCN(c2nc(NCCO)c3ccccc3n2)CC1	-7%
CCCCn1c(N)c(N(CC(C)C)C(=O)C2CC(=O)N(Cc3ccccc3)C2)c(=O)[nH]c1=O (centres undefined)	-10%
Nc1ccc(C#Cc2ccc3c(=O)c4ccccc4oc3c2)cc1	33%[activator]
OC(c1ccccc1)c1ccncc1 (centres undefined)	5%
CCOc1ncccc1C(=O)OCC(=O)N1CCC(C)CC1	-2%
CC(=O)Nc1ccc(NC(=O)C(C)OC(=O)C(C)SCC(=O)Nc2ccc(F)cc2)cc1 (centres undefined)	-10%
OC(CNC1CCCC1)COc1ccc(Cl)cc1 (centres undefined)	13%
CC12CN(C(=O)c3cccc([N+](=O)[O-])c3)C3(C#N)CC1CCC23C (centres undefined)	6%
CC1(C)CC2CC(C)(CN2C(=O)COC(=O)c2cccnc2Cl)C1 (centres undefined)	0%
Cn1c(N)c(C(=O)COC(=O)/C=C/c2ccccc2F)c(=O)n(C)c1=O	28%

# Six structures out of the list, sorted by SMILES length, descending.
Structure	L3MBTL1 inh
NS(=O)(=O)c1cccc(NC(=O)COC(=O)c2ccccc2C(=O)c2ccccc2)c1	-1%
CN(CC(=O)Nc1ccc(N2CCOCC2)cc1)C(=O)CCNC(=O)c1ccccc1Cl	3%
CCN(C(=O)COC(=O)c1nc(Cl)ccc1Cl)C1CCS(=O)(=O)C1 (centres undefined)	4%
O=c1c(CN2CCN(Cc3ccccc3F)C(CCO)C2)coc2ccccc12 (centres undefined)	0%
CCOc1ccccc1NC(=O)COC(=O)/C=C/c1cccs1	15%
OC(CNC1CCCC1)COc1ccc(Cl)cc1 (centres undefined)	13%

# Filtered by structure, the entries above with an aryl thioether with sulfur outside any ring.
Structure	L3MBTL1 inh
COc1ccc(CNCCCSc2ncccn2)cc1OC	1%
C=CCn1c(SCC(=O)NC2CCCC2)nc2sc(C)cc2c1=O	0%

# (cont.)
Structure	L3MBTL1 inh
CCc1ccc(CCC(=O)Nc2ccc(Br)cc2)o1	7%
Cc1ccc(C(=O)NC2CCN(S(=O)(=O)c3ccc(F)cc3)CC2)cc1	-2%
CCN(c1ccccc1)S(=O)(=O)c1ccc2c(c1)C(C)(C)C(=O)N2C	5%
COc1ccccc1NC(=O)CSc1nccc(-c2ccco2)n1	0%
CC(=O)c1c[nH]c(C(=O)Nc2ccc(N3CCCCCC3)cc2)c1	-18%
O=C(O)c1cc(N2CCOCC2)nc2ccccc12	0%
CC(C)CCN1C(=O)c2ccc(C(=O)Nc3ccc(Br)cc3C(=O)O)cc2C1=O	4%
CCC(C(=O)NC(C)(C)C)N(Cc1ccccc1Cl)C(=O)c1snc(C(N)=O)c1N (centres undefined)	-2%[2.29 µM]
CC1CN(S(=O)(=O)c2cccc(C(=O)Nc3ccccc3N3CCCCC3)c2)CC(C)O1 (centres undefined)	2%
CS(=O)(=O)c1ccc(-c2nnn(CC(=O)N3CCCCC3)n2)cc1	2%
CCC[C@@H](CN1CCC[C@H]1CN1C(N)=NC[C@H]1C(C)C)N1C[C@@H](Cc2ccccc2)N(CCCC2CCCC2)C1=N	-4%
CC1(C)CCC(=O)N2CC[C@H]3C[C@H](OC(=O)Nc4ccccc4)C[C@@H]1[C@H]32	3%
Cc1cc(C)nc(NS(=O)(=O)c2ccc(NC(=O)c3ccccc3[N+](=O)[O-])cc2)n1	-2%[2.29 µM]
Cn1c(=O)[nH]c(=O)c2c1nc(SCCO)n2Cc1ccccc1Cl	9%
Cc1cccc(NS(=O)(=O)c2ccc(C)c(C(=O)N(C)C)c2)c1	1%
Cc1ccc(/C=N/NC(=O)c2c(C)nc3ccc(Br)cn23)cc1	-2%
O=C(OCN1C(=O)C(=O)c2ccccc21)c1ccc(Cl)cc1	2%
O=C(COc1ccc([N+](=O)[O-])cc1)NCC(c1cccs1)N1CCOCC1 (centres undefined)	5%
O=C(NCCc1ccc(Cl)cc1)C1CCN(C(=O)N2CCOc3ccccc32)CC1	-3%
CN(C)CCCn1c2c(c(SCC(=O)Nc3cccc4ccccc34)nc1=O)CCCC2	-2%
CCOc1ccccc1C(=O)NC1CCN(CC(=O)Nc2cc(OC)ccc2OC)CC1	-6%[2.29 µM]
C=CCC1(CC=C)CCCN1C(=O)Cn1nnnc1CN(C)C(C)C	8%
CCN(Cc1ccc(OC)c(COC)c1)CC1CCCN(CCc2cccc(F)c2)C1 (centres undefined)	-10%
O=C(NCc1ccc(F)cc1)C1CCCN1C(=O)Nc1ccc(F)cc1 (centres undefined)	5%
CCCCn1c(SCC(=O)Nc2cc(C)on2)nc2cc(S(N)(=O)=O)ccc21	23%
Cc1cccc(OCC(=O)OC(C)CN2CCCCC2)c1 (centres undefined)	2%
O=C(Cc1cccc(NC(=O)C2CCN(C(=O)C3CCCCC3)CC2)c1)Nc1cccc(C(=O)N2CCCC2)c1	-6%
O=S(=O)(c1ccc(F)cc1)N1CCN(CCc2ccccc2)CC1	17%
Cc1ccc(/C=C/C(=O)OC(C)C(=O)NC2CCCCC2C)o1 (centres undefined)	-7%
CSc1ccc(CN2CCC(N3CC(C)OC(C)C3)CC2)cc1 (centres undefined)	-2%
CCOC(=O)[C@H]1[C@H]2COc3ccccc3[C@@H]2N2C(=O)c3c(C)cc(C)cc3NC(=O)[C@@]12C	-7%
Cn1c(N)c(C(=O)COC(=O)CNC(=O)c2ccccc2Cl)c(=O)n(C)c1=O	11%
c1ccc(NC2=NCCN2CC2CCC2)cc1	10%
CCc1ccc(OCC(=O)NNC(=O)C2CCN(c3ncnc4sc(C)c(C)c34)CC2)cc1	-3%
N#CC1(NC(=O)CSc2nnc(Cc3ccccc3)o2)CCCCC1	11%
Cc1noc(C)c1S(=O)(=O)N(C)C[C@H]1Oc2c(NC(=O)NC(C)C)cccc2C(=O)N([C@H](C)CO)C[C@@H]1C	1%
c1coc(C2=NCCc3ccccc32)c1	-3%
CC1CCCC(C)N1C(=O)COC(=O)c1ccccc1O (centres undefined)	3%
CC(=O)Nc1cc2c(s1)c1cnn(Cc3ccccc3F)c(=O)c1n2C	13%
CCNc1nc(NCC)n2c(SCC(=O)Nc3ccc(C)cc3Br)nnc2n1	-3%
c1ccc(COc2cncc(-c3cccnc3)c2)cc1	5%
CCOc1ccc(NC(=O)Nc2nc(SCC)ns2)cc1	0%
CC12CCC(=O)N1C(C(=O)Nc1ccc(SC(F)F)cc1)CS2 (centres undefined)	5%
CN(CC(=O)Nc1ccc(Cl)cc1F)C1=NS(=O)(=O)c2ccccc21	-4%
CCC(CO)Oc1cc(NC(=O)Cc2ccccc2)c2ncn(C(C)C)c2c1 (centres undefined)	8%
Cc1cc(OCC(=O)N2CCC[C@@H]2C(=O)O)c2c(C)c(C)c(=O)oc2c1	-5%
CN1CCC(=O)N([C@H](CO)c2ccccc2)CC1	2%
COc1cccc(NC(=O)CN(C)C(=O)c2cc(-c3ccc(C)o3)nc3ccccc23)c1	3%
COc1ccc(Cl)cc1NC(=O)CSc1cccc[n+]1[O-]	5%
CCCOc1ccccc1C(=O)Nc1ccc(S(=O)(=O)N2CCN(C)CC2)cc1	-3%
CN(C)c1ccc(C(=O)NCc2ccc3c(c2)OCO3)cc1	-9%
Cn1c(N)c(C(=O)COC(=O)COc2cc(Cl)c(Cl)cc2Cl)c(=O)n(C)c1=O	1%
COc1ccc(OC)c(C(C)NC(=O)C23CC4CC(CC(C4)C2)C3)c1 (centres undefined)	5%[2.29 µM]
CCC(C)(C)C1CCC2(CC1)NC(=O)N(CC(=O)N(C)Cc1ccc3c(c1)OCCO3)C2=O (centres undefined)	-2%
O=C(NN=Cc1ccccc1OC(F)F)c1cccc(S(=O)(=O)N2CCCC2)c1	-3%
CC1(c2ccccc2)NC(=O)N(CC(=O)N2CC(=O)Nc3ccccc32)C1=O (centres undefined)	-2%
Cc1ccc(S(=O)(=O)Nc2cccc(C(=O)NC3CCN(Cc4ccccc4)CC3)c2)cc1F	2%
Cc1c(C(c2ccc(F)cc2)c2c(C)n(C)n(-c3ccccc3)c2=O)c(=O)n(-c2ccccc2)n1C	2%
O=C(OCC(=O)N1CCCc2ccccc21)c1ccc(S(=O)(=O)C(F)F)cc1	3%
COc1ccc(CCNC(=O)C(=O)NCC2OCCN2S(=O)(=O)c2ccc(C)cc2)cc1 (centres undefined)	1%

# Next part
Structure	L3MBTL1 inh
COc1ccc(C2=NS(=O)(=O)N(C)C(C(=O)Nc3ccc4c(c3)OCO4)=C2)cc1OC	u
CN(C(=O)CSc1nc2ccccc2[nH]1)C1CCS(=O)(=O)C1 (centres undefined)	9%
CN(C)C(CNC(=O)c1cccc(S(=O)(=O)Nc2ccc(Br)cc2)c1)c1ccco1 (centres undefined)	-30%
CCCN(CC(=O)Nc1ccccc1C)C(=O)/C=C/c1ccc(OCC)c(OC)c1	-1%
O=C(NCc1ccncc1)c1cccc(S(=O)(=O)Nc2ccc(SC(F)F)cc2)c1	6%
COc1ccc(NC(=O)C2CCN(S(C)(=O)=O)CC2)cc1OC	0%
Cc1nc2cc(NC(=O)CS(=O)(=O)c3ccccc3)ccc2s1	3%
COc1cccc(C(=O)OCC(=O)N2CCc3ccccc32)c1OC	12%
CN(C)C(=O)N1CCN(c2nc(-c3ccccc3)cs2)CC1	-5%
O=S(=O)(Cc1ccccc1)NCCc1cccc(Cl)c1	13%
CC1(C)CC(=O)C=C(c2ccc3ncccc3c2)C1	1%
O=C(COC(=O)CC1CC2CCC1C2)NCc1ccc(Cl)cc1 (centres undefined)	26%
Cc1ccc(S(=O)(=O)NCCC(=O)OCC(=O)N2CCCC2=O)cc1	8%
CNC(=O)CSc1nc2ccccc2c(=O)n1C1CCCCC1	-1%
CCCN(CC(=O)Nc1ccccc1C)C(=O)c1ccc2[nH]c3c(c2c1)CC(C)CC3 (centres undefined)	-18%
COC(=O)C1CCN(C(=O)c2ccc(OC)c(S(=O)(=O)N3CCCc4ccccc43)c2)CC1	-6%
COc1ccc(/C=N/n2c(-c3ccccc3)n[nH]c2=S)cc1	-3%
COc1cc(CN2c3ccccc3C(=O)CS2(=O)=O)cc(OC)c1	1%
CCOc1ccc2oc(C(=O)Nc3nccs3)c(C)c2c1	-4%
CCn1nnc2cc(C(=O)Nc3ccc(C(=O)OC(C)C)cc3)ccc21	10%
Cc1ccc(C(=O)Nc2nc(-c3ccc(F)cc3)cs2)o1	28%
Cc1ccc(CNC(=O)COC(=O)COc2ccc(C#N)cc2)cc1	3%
CC(C)N(Cc1ccccc1)C(=O)COC(=O)C1CCN(c2ccc(C(F)(F)F)cn2)CC1	15%
CCOc1ccc(/C(C)=N\NC(=O)Cc2ccccc2)cc1	-9%
Cc1ccsc1C(=O)OCC(=O)NCCNC(=O)COC(=O)c1sccc1C	4%
O=C(Cc1c[nH]c2ccccc12)NCC(=O)Nc1ccc(F)c(F)c1F	1%
CCN(CC(=O)NCc1cccs1)C(=O)c1ccc(-c2cccc(C(F)(F)F)c2)o1	-11%
CC(=O)Oc1ccc2occ(-c3ccccc3)c2c1	11%
C=CCn1c(CSCc2ccc(F)cc2)n[nH]c1=S	2%
COc1ccc(NC(=O)C2CCCC2)cc1	-6%
CC(NC(=O)CSc1nnc2n1CCCCC2)c1ccccc1Cl (centres undefined)	-3%
